M1 PAM: human M1 muscarinic receptor positive allosteric modulators, primary screen, CHO-K1 cells, Fluo-8 calcium fluorescence, 1536-well; CHO-K1 hM1, ACh EC20; 0% = ACh EC20, 100% = maximal ACh; 0.088% of 360,000 active; Muscarinic acetylcholine receptor M1 (Homo sapiens), P11229; activation, % at 3 µM; in the data active = activation above about 19%, passing the limit was not always enough
Target sequence (P11229 whole entry, looked up): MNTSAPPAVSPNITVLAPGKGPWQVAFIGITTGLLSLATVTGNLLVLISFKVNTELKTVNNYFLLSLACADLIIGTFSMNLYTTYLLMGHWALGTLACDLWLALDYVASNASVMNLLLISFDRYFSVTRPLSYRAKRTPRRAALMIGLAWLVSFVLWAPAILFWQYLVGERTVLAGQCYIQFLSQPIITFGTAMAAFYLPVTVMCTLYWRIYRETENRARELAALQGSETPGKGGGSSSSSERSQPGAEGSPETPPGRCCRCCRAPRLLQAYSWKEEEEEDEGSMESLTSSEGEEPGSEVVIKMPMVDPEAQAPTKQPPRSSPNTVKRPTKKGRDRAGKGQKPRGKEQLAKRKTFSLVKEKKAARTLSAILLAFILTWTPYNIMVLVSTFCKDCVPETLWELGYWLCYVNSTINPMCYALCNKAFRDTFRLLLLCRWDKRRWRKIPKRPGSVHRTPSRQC
CHRM1 agonist: human M1 muscarinic receptor agonists, primary screen, Fluo-8 calcium fluorescence, CHO-K1 cells, HTS; 0.33% of 360,000 active; Muscarinic acetylcholine receptor M1 (Homo sapiens), P11229; activation, % at 3 µM; CHO-K1 hM1, agonist mode; 0% DMSO, 100% acetylcholine EC100; AID 588814, 2011;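 active = activation above the run's mean compound activation plus 3 SD, cut at about 16% in these data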;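 note: peak over basal fluorescence ratio within a 140 s kinetic read after compound addition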
CHRM4 agonist: human M4 muscarinic receptor agonists, primary screen, CHO-K1 cells, Fluo-8 calcium fluorescence; AID 624127, 2012; 0.14% of 360,000 active; activation, % at 3 µM; CHO-K1 hM4/Gqi5; vehicle 0%, full acetylcholine response 100%;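 active = activation above the run mean over all test wells plus 3 SD, cut at about 32% in these data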;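 note: peak over basal fluorescence ratio per well then scaled between controls; 0% = DMSO wells and 100% = acetylcholine at EC100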
Target sequence (P08173 whole entry, looked up): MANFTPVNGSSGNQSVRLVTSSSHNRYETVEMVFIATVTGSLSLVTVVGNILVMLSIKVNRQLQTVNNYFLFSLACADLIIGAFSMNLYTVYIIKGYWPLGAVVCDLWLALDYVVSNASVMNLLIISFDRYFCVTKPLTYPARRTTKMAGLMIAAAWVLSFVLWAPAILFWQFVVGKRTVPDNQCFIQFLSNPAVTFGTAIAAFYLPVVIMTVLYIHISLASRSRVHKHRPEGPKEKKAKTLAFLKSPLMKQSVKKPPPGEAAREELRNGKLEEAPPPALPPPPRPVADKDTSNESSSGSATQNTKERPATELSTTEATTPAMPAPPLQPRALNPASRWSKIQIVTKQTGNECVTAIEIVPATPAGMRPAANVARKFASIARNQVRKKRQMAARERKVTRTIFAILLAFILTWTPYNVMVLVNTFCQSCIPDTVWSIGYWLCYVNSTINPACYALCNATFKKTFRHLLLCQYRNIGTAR
CHO parental Ca: ATP-evoked calcium signal inhibitors, parental CHO, primary screen, counter-screen for OX1R antagonist project, cell-based, fluorescence, Fluo-8 calcium dye; parental CHO-K1, ATP-induced calcium, Fluo-8 fluorescence; inhibition, % at 5.6 µM; 0.63% of 330,000 active;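 active = inhibition above that plate's mean sample inhibition plus 3 SD, cut at about 26% in these data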;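 note: 0% = ATP-challenged DMSO wells and 100% = DMSO wells without ATP; some compounds past the cut are filed as inactive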
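Material – parental CHO cells · Reagent – ATP stimulus · Compound – single nominal dose of 5.6 µM per compound · Detection – Fluo-8 fluorescence · Read-out basis – percent inhibition of calcium signal · Controls – ATP-challenged DMSO wells low, unchallenged DMSO wells high · Repeats – no replicates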
M4 antag: human M4 muscarinic receptor antagonists, primary screen, CHO cells, Fluo-8 calcium fluorescence; Muscarinic acetylcholine receptor M4 (Homo sapiens), P08173; CHO-hM4 cells, ACh EC80; inhibition, % at 3 µM; 0.73% of 360,000 active;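 active = inhibition above its plate's cutoff, the mean inhibition of sample wells plus 3 SD, cut at about 27% in these data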;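 note: 0% = acetylcholine EC80 with DMSO and 100% = DMSO without agonist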
CHO-K1 Ca antag: M1 antagonist counterscreen hit in parental CHO-K1 cells. ATP-induced calcium, Fluo-8 fluorescence. inhibition, % at 3 µM. 0.6% of 360,000 active;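 active = inhibition above a per-plate cutoff, the plate's mean sample inhibition plus 3 SD, cut at about 24% in these data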;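 note: 0% = DMSO plus EC80 ATP and 100% = DMSO alone without ATP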
OXTR potentiate: human OXTR potentiators, primary screen, fluorescence, CHO-OTR cells, Fluo-8 calcium. Fluo-8 calcium fluorescence, potentiator mode; 0% = oxytocin EC15, 100% = EC100. 0.061% of 320,000 active. AID 2445, 2010. activation, % at 3 µM;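 active = activation above that plate's cutoff, the mean activation of tested compounds plus 3 SD, cut at about 6.6% in these data, passing the limit was not always enough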;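 note: 100% uses oxytocin at 75 nM as the full agonist control; some results filed as inactive read as strong as hits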
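assay system = CHO-OTR cells, human receptor | schedule = compound 6 min at room temperature before oxytocin, 100 s read | detection = Fluo-8 intracellular calcium fluorescence, ex 470-495, em 515-575 nm | evaluation = normalized max/min fluorescence ratio, % activation | control set = EC15 oxytocin alone as 0%, 75 nM oxytocin (EC100) as 100%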
M1 ag parental: counter-screen for M1 agonists: effect in parental CHO-K1 cells; 0.48% of 360,000 active; activation, % at 3 µM; Fluo-8 calcium fluorescence; scaled to maximal ATP response, vehicle zero; in the data active = activation above about 15%;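 note: untransfected CHO-K1 host cells lacking M1 receptor as counterscreen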
M1 antag: human M1 muscarinic receptor antagonists, primary screen, CHO-K1 cells, Fluo-8 calcium fluorescence, 1536-well | Muscarinic acetylcholine receptor M1 (Homo sapiens), P11229 | CHO-K1 hM1, ACh EC80 antagonist | inhibition, % at 3 µM | 1.3% of 360,000 active | AID 588852, 2011;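 active = percent inhibition above its own plate's cutoff, namely the mean of that plate's compound wells plus 3 SD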;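 note: peak over basal fluorescence ratio during 140 s after agonist addition; 0% = ACh EC80 plus DMSO and 100% = DMSO alone without agonist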
The depositor's hits bear a star; nt = no result given. The list is partial, so the mix of outcomes need not match the whole.

Compound | M1 PAM | CHRM1 agonist | CHRM4 agonist | CHO parental Ca | M4 antag | CHO-K1 Ca antag | OXTR potentiate | M1 ag parental | M1 antag
O=S(=O)(c1ccccc1)C1CN1c1c(F)c(F)c(F)c(F)c1F (configuration not stated) | nt | nt | 0 | nt | -9 | -21 | nt | 0.9 | nt
CC(C)CCNC(=O)c1cc(C(=O)c2cc(F)ccc2O)cn(CCC(C)C)c1=O | 10 | -4 | 1 | -19 | -7 | -2 | 1 | 0.7 | -1
CN1C(=O)C(=Cc2cn(CC(=O)N3CCCCC3)c3ccccc23)C(=O)N(C)C1=O | 12 | -1 | 2 | -18 | -5 | -17 | -22 | 1.8 | -19
CCn1cc(C(=O)c2ccccc2)c2ccccc21 | 2 | -9 | 0 | -23 | -1 | -20 | 1 | -0.6 | -8
Cc1nn(Cc2ccccc2)c(Cl)c1C(=O)OCC(=O)NCC1CCCO1 (configuration not stated) | 6 | -10 | 3 | 5 | -16 | -14 | -9 | 0.3 | -8
CCC1(CC(C)c2ccccc2)C(=O)NC(=O)NC1=O (configuration not stated) | 20 | 6 | 0 | nt | -3 | -8 | nt | 0.5 | -6
Cc1ccc(C(=O)Nc2ccc(-n3ccnc3P(=O)(O)c3ccccc3)cc2)cc1 | 8 | -1 | 0 | -12 | 0 | -13 | -2 | 0.2 | -12
CCCCSC1=NN1c1nc(N)nc(C)c1CC | 0 | -5 | 0 | 5 | 5 | -4 | -5 | 0.8 | 2
O=C(COC(=O)Cc1ccccc1)Nc1ccc(SC(F)F)cc1 | -4 | -6 | 0 | 8 | 3 | 0 | -3 | -0.1 | 12
Cc1ccc2c(c1)C1CN(C)CCC1N2C(=O)CCCN1C(=O)c2cccc3cccc(c23)C1=O (configuration not stated) | 9 | -7 | 1 | -20 | 0 | -4 | 10 | -0.5 | -18
Nc1ccc(Cc2ccc(N)c(Cl)c2)cc1Cl | 3 | 1 | 2 | nt | -8 | -16 | nt | 1.3 | -6
Cc1ccc(NC(=S)NCCc2cnc[nH]2)cc1C | 5 | -8 | 1 | -6 | 6 | -6 | -9 | 0.2 | 4
O=C(N=Nc1c(O)[nH]c(=O)[nH]c1=O)C1COc2cc3ccccc3cc2O1 (configuration not stated) | 0 | -1 | 1 | -2 | -5 | 20 | -1 | 0.1 | 3
COc1ccccc1CCNC1CCC(C(C)(C)C)CC1 (configuration not stated) | -12 | -3 | 11 | -14 | 15 | -11 | -7 | 13 | 15
Cn1c(O)c(C2=NN(C(=O)CCl)C(c3ccccc3)C2)c(=O)n(C)c1=O (configuration not stated) | 15 | 0 | 0 | -4 | -14 | 14 | 0 | -0.6 | -18
Nc1ccc(-c2ccccc2)cc1 | 11 | -2 | 1 | nt | -1 | -5 | nt | 1.6 | -11
CCCC(C)C1(CC)C(=O)NC(=O)N=C1N (configuration not stated) | 6 | -6 | 1 | 9 | -6 | -5 | 0 | -0.2 | -7
COC(=O)C1=C(c2ccc(Cl)c(C(F)(F)F)c2)C[C@@H]2CC[C@H]1N2C(=O)NCCOc1ccc(OC)cc1 | 0 | -4 | 4 | -42 | -14 | -4 | -6 | -0.5 | -8
Fc1ccc(CN2CCN(c3ccc(Cl)cc3)CC2)cc1 | -5 | -10 | 0 | -9 | -3 | -2 | -3 | 0.0 | -4
COC(=O)C1=Nc2ccccc2/C1=C\c1c(O)n(-c2cc(OC)ccc2OC)c(=O)[nH]c1=O | 2 | -6 | 1 | 7 | 4 | 4 | -3 | 0.0 | 1

A different layout for four compounds above.
O=S(=O)(c1ccccc1)C1CN1c1c(F)c(F)c(F)c(F)c1F (configuration not stated)
  M1 PAM: nt
  CHRM1 agonist: nt
  CHRM4 agonist: 0
  CHO parental Ca: nt
  M4 antag: -9
  CHO-K1 Ca antag: -21
  OXTR potentiate: nt
  M1 ag parental: 0.9
  M1 antag: nt

COC(=O)C1=C(c2ccc(Cl)c(C(F)(F)F)c2)C[C@@H]2CC[C@H]1N2C(=O)NCCOc1ccc(OC)cc1
  M1 PAM: 0
  CHRM1 agonist: -4
  CHRM4 agonist: 4
  CHO parental Ca: -42
  M4 antag: -14
  CHO-K1 Ca antag: -4
  OXTR potentiate: -6
  M1 ag parental: -0.5
  M1 antag: -8

Cn1c(O)c(C2=NN(C(=O)CCl)C(c3ccccc3)C2)c(=O)n(C)c1=O (configuration not stated)
  M1 PAM: 15
  CHRM1 agonist: 0
  CHRM4 agonist: 0
  CHO parental Ca: -4
  M4 antag: -14
  CHO-K1 Ca antag: 14
  OXTR potentiate: 0
  M1 ag parental: -0.6
  M1 antag: -18

Cc1nn(Cc2ccccc2)c(Cl)c1C(=O)OCC(=O)NCC1CCCO1 (configuration not stated)
  M1 PAM: 6
  CHRM1 agonist: -10
  CHRM4 agonist: 3
  CHO parental Ca: 5
  M4 antag: -16
  CHO-K1 Ca antag: -14
  OXTR potentiate: -9
  M1 ag parental: 0.3
  M1 antag: -8

(further entries)
Compound | M1 PAM | CHRM1 agonist | CHRM4 agonist | CHO parental Ca | M4 antag | CHO-K1 Ca antag | OXTR potentiate | M1 ag parental | M1 antag
CC1CN=C(Nc2ccccc2)S1 (configuration not stated) | 11 | -13 | 2 | 8 | -6 | -22 | -5 | 0.8 | -18
OC1C2CN3CN(C2)CC1(c1ccccc1)C3 (configuration not stated) | 13 | -1 | 0 | nt | 10 | 7 | nt | 0.0 | 3
C#CC[N+]1(C)[C@@H]2CC(OC(=O)C(CO)c3ccccc3)C[C@H]1C(O)C2 (some centres not stated) | -27 | -10 | 0 | 2 | 98* | 9 | -11 | -0.1 | 101*
CCCC[n+]1cc(=N)o[n-]1 | 7 | -4 | 0 | 1 | -20 | -12 | -10 | 0.4 | -6
COc1ccc(CCNC(=O)COC(=O)Cc2ccccc2)cc1 | 8 | -5 | 1 | -16 | 3 | -2 | -6 | -0.1 | -10
COc1cc2c(cc1O)C[C@H]1c3c(cc(O)c(OC)c3-2)CCN1C | -2 | 0 | 0 | -11 | -3 | 7 | -2 | -0.5 | -20
COC(=O)C1=C(c2cccc(OCc3ccccc3)c2)C[C@@H]2CC[C@H]1N2C(=O)NCc1ccc(OC)cc1 | 1 | -7 | 2 | -11 | 5 | -9 | -5 | 0.1 | 0
Cn1c(=O)c2c(nc(N/N=C/c3c(O)n(C4CCCCC4)c(=S)[nH]c3=O)n2C)n(C)c1=O | 19 | -1 | 0 | -12 | 12 | 0 | -6 | 0.3 | -20
O=C(COC(=O)Cc1ccccc1)Nc1cc(S(=O)(=O)N2CCOCC2)ccc1N1CCCC1 | 12 | -8 | 1 | 0 | -3 | -13 | -4 | 0.7 | -10
CCCCn1c(O)c(C=NCCCn2ccnc2)c(=O)[nH]c1=O | 4 | -5 | 1 | 5 | 0 | -1 | -15 | 0.0 | -2

Next compounds
Below each compound: M1 PAM | CHRM1 agonist | CHRM4 agonist | CHO parental Ca | M4 antag | CHO-K1 Ca antag | OXTR potentiate | M1 ag parental | M1 antag
- COP(=O)(NC(C)=O)SC (configuration not stated)
    2 | -1 | 1 | nt | -9 | 4 | nt | 2.9 | -18
- CCCc1nc2ccccc2c(=O)n1-c1ccc(O)cc1
    0 | -5 | 2 | 0 | 2 | -8 | -6 | 0.6 | 6
- CC1=C(C(=O)N2CCC3(CC2)OCCO3)C2(CCC(C)CC2)OC1=O (configuration not stated)
    3 | -4 | 1 | -14 | -6 | 1 | 2 | 0.3 | -1
- CC(C)OC(=O)Cc1ccccc1
    0 | -4 | 1 | -1 | -11 | -4 | -6 | 0.3 | -2
- C=CC(=O)OCCO
    7 | -5 | 1 | nt | 0 | -12 | nt | 0.4 | -2
- COC(=O)C1=C(c2cccc(OC)c2OC)C[C@@H]2CC[C@H]1N2C(=O)NCc1ccco1
    2 | -1 | 1 | -13 | -6 | -11 | 1 | 0.2 | -4
- C1=NCCCN2CCCCC12 (configuration not stated)
    15 | -3 | 1 | nt | -1 | -18 | nt | 0.8 | -21
- CN(C)c1ccc(N=Cc2c(O)n(CCC3=CCCCC3)c(=O)[nH]c2=O)cc1
    8 | -5 | 1 | -5 | 13 | -1 | 0 | 0.7 | 10
- Cc1ccc(N)cc1N
    4 | -1 | 2 | -1 | -6 | -16 | -6 | -0.1 | -8
- CCOc1ccc(Cc2c(O)[nH]c(=O)[nH]c2=O)cc1
    7 | -3 | 0 | -1 | 8 | -8 | 0 | 1.2 | -6
- CN1CCCCC1Cc1ccccc1 (configuration not stated)
    -12 | -6 | 0 | nt | 10 | 13 | nt | 0.5 | 26
- CN1CC(C(=O)c2ccccc2)C(C(=O)c2ccccc2)C1 (configuration not stated)
    1 | -8 | 0 | -12 | 6 | 2 | -12 | -0.3 | -20
- COc1ccc(C(c2nnnn2Cc2ccccc2)N2CCC3(CC2)C(=O)NCN3c2ccccc2)cc1 (configuration not stated)
    0 | -1 | 7 | nt | 10 | -12 | nt | 0.7 | -13
- CC(=O)OC(C)(C)/C=C/C(=O)[C@](C)(O)C1[C@H](O)C[C@@]2(C)C3CC=C4C(C[C@H](O)C(=O)C4(C)C)[C@]3(C)C(=O)C[C@]12C (some centres not stated)
    22 | 1 | 1 | -18 | -14 | 1 | 2 | -0.5 | -7
- COCCn1c(-c2ccccc2)cc(C(=O)O)c1C
    -4 | -3 | 0 | -8 | 4 | 8 | -9 | -0.4 | -2
- COc1ccc(OC)c(N=Cc2c(O)[nH]c(=O)[nH]c2=O)c1
    12 | -3 | 0 | -10 | -10 | -11 | -17 | 0.0 | -20
- CCC(c1nnnn1Cc1ccccc1)N1CCC2(CC1)C(=O)NCN2c1ccccc1 (configuration not stated)
    -12 | 0 | 16 | nt | -11 | -14 | nt | 5.1 | 1
- CCN(CC)P(=O)(c1n(CC)cc[n+]1CC)N(CC)CC
    5 | -2 | 2 | -7 | -7 | 32* | -7 | -0.8 | 0
- CCN1C(=O)CC(=O)N(CC)C1=S
    2 | 0 | 1 | nt | -14 | -16 | nt | 1.4 | -11
- COc1ccc(CCNCC2CCCO2)cc1 (configuration not stated)
    4 | -5 | 1 | -9 | -2 | -9 | 1 | 0.1 | -12

Some entries already given, reduced to M4 antag.
canonical_smiles | M4 antag
CN1CCCCC1Cc1ccccc1 (configuration not stated) | 10
COP(=O)(NC(C)=O)SC (configuration not stated) | -9
